Compound activity (PubChem)
CatS inh – inhibitors of human cathepsin S | inhibition, %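 (tested at 5 µM per compound within 10-compound mixtures)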 | recombinant cathepsin S, AMC dipeptide fluorescence, pooled mixtures | hit rate 0.06% among 62,000; in the data active means inhibition above about 32%, passing the limit was not always enough; inconclusive means no clear call, values can overlap the other calls;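 further: 0% = enzyme without compound and 100% = blank without enzyme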
CatB mix inh – inhibitors of human cathepsin B in compound mixtures; AID 488; hit rate 0.06% among 62,000; inhibition, %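 (ten-compound pools at 5 µM per compound and 50 µM total)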; Purified cathepsin B, AMC dipeptide fluorescence; in the data active means inhibition above about 22%, passing the limit was not always enough; inconclusive means no clear call, values can overlap the other calls;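 further: 0% = enzyme without compound and 100% = no enzyme blank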
FXIa mix inh – blocks human factor XIa in pooled compound mixtures; P03951; purified FXIa, fluorogenic substrate; inhibition, % at 5 µM; hit rate 0.19% among 62,000; AID 680; in the data active means inhibition above about 20%, passing the limit was not always enough;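 further: each value is inhibition by a whole ten-compound pool holding the compound; 0% = enzyme with no mixture and 100% = wells lacking enzyme; strong numbers were not always called active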
Target sequence (P03951 19-387 limits assumed): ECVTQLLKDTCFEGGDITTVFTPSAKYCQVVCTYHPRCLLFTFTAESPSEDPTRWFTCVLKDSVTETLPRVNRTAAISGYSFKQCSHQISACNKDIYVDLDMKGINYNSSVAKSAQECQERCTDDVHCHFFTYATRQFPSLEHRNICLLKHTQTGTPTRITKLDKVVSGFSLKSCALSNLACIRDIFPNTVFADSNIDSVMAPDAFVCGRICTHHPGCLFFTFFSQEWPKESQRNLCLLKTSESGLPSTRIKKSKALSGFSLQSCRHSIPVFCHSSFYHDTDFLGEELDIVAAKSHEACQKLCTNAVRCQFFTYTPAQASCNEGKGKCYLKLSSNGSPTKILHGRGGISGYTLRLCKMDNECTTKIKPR
Target sequence (P03951 388-625 limits assumed): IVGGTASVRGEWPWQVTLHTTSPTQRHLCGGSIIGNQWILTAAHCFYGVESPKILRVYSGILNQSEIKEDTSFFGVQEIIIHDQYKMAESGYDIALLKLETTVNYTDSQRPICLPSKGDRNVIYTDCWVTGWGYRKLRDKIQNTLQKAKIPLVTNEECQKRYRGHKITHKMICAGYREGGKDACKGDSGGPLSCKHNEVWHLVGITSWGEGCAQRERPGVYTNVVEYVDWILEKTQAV
E coli RNAP – blocks E. coli RNA polymerase transcription. P0A8V2. inhibition, %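 (tested at 10 µM)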. AID 559. fluorescence transcription assay. hit rate 0.2% among 62,000; in the data active means inhibition above about 20%;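 further: 0% = enzyme without compound and 100% = no enzyme blank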
C1s block – human complement C1s inhibition | P09871 | purified C1s, fluorogenic AMC substrate, pooled mixtures | mean inhibition % of two 10-compound mixtures (hits give high values), % at 5 µM (by protocol) | hit rate 0.16% among 62,000 | AID 538;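 active means inhibition above 20% in each of the two 10-compound mixture wells holding the compound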;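 further: 0% = enzyme wells lacking compound mixture and 100% = no-enzyme blank wells; some compounds called inactive have numbers as strong as hits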
CatG inh – cathepsin G (human) inhibition; P08311; purified enzyme, AMC-tetrapeptide fluorescence, pooled mixtures; inhibition, % at 5 µM (by protocol); hit rate 0.2% among 62,000; AID 581;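 active means inhibition above 20% in each of the two mixture wells holding the compound; inactive means inhibition of 20% or less in either well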;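 further: 0% = enzyme control without mixture and 100% = blank lacking enzyme; strong numbers were not always called active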
Target sequence (P08311 21-244 limits assumed): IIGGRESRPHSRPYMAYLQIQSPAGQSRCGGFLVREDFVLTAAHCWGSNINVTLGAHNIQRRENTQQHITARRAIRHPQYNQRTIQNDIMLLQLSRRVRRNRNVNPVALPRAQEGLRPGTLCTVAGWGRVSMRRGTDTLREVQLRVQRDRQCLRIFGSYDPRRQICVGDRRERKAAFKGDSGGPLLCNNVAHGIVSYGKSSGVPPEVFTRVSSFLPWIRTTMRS
AP complement – orthogonal test for alternative complement pathway inhibitors | inhibition, % at 5 µM | hit rate 0.08% among 62,000 | Human serum alternative complement pathway, LPS-coated ELISA, C3 deposition; tested in compound mixtures;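 active means inhibition above 30% in each of the two pooled mixtures holding the compound, so the lower value exceeds 30%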;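 further: 0% = serum in Mg-EGTA without compound and 100% = EDTA serum blank; some compounds past the cut are filed as inactive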
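Assay system: Human serum alternative complement pathway, C3 deposition on LPS-coated wells | Incubation: 1 h serum-compound exposure at 37 °C | Doses: 5 µM per compound in ten-compound mixtures | Read-out: Percent inhibition | Technique: ELISA with HRP anti-human C3 antibody, TMB substrate, absorbance 450 nm | Replication: Two pool placements per compound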
CatL block – blocks human cathepsin L protease activity; purified cathepsin L, fluorogenic substrate, fluorescence; inhibition, %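 (tested at 10 µM)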; hit rate 0.17% among 58,000; P07711; in the data active means inhibition above about 45%;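 further: 0% = enzyme with no compound and 100% = no enzyme blank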
Target sequence (P07711 114-288 limits assumed): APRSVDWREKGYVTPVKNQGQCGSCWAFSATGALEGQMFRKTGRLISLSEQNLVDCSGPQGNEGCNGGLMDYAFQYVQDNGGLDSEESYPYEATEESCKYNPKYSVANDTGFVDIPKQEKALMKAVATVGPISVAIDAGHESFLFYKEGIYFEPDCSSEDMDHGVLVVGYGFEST
Target sequence (P07711 292-333 limits assumed): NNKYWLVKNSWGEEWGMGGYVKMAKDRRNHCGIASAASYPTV
CatB inh – inhibitors of human cathepsin B | P07858 | purified cathepsin B, fluorogenic substrate, fluorescence | inhibition, %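 (tested at 10 µM)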 | hit rate 0.1% among 63,000; in the data active means inhibition above about 21%;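 further: 0% = enzyme with no compound and 100% = no enzyme blank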
* = called active by the depositor; u = inconclusive; x = not tested or not shown. Not all compounds are listed; count on the stated rates, not on these rows.

nr | structure | CatB inh | C1s block | CatS inh | CatB mix inh | FXIa mix inh | E coli RNAP | CatL block | CatG inh | AP complement
1 | Cc1nc2ccc(C(=O)c3ccccc3)cc2[nH]1 | -3.0 | 1.3 | -4.6 | -1.1 | 7.0 | 0.2 | 0.1 | 5.3 | 7.6
2 | CCOc1ccc(N2C(=O)c3cccnc3C2Nc2ccc(OC)cc2)cc1 (centres undefined) | 2.0 | -4.9 | 12.0 | 2.2 | 4.8 | -3.4 | 2.3 | -1.9 | 4.5
3 | O=C(Nc1cccc2ccccc12)c1ccc(Br)o1 | 5.7 | 15.7 | 10.8 | 5.6 | 5.7 | 7.2 | -4.1 | 11.1 | 7.7
4 | CC(C)(C)NC(=O)C(c1ccco1)N(C(=O)c1ccc(CN2CCOCC2)o1)c1ccccc1 (centres undefined) | 0.1 | -15.6 | -1.4 | 1.1 | 2.7 | -5.9 | 8.2 | -14.9 | -29.8
5 | Cc1nnc(NC(=O)C(C)Sc2nncn2C)s1 (centres undefined) | 0.9 | 7.2 | -12.3 | 6.1 | 8.5 | 1.4 | -0.1 | 3.0 | 17.7
6 | COC(=O)c1[nH]c2cc(C)ccc2c1NC(=O)CN1CCN(C(=O)c2ccco2)CC1 | -0.5 | -7.4 | 2.4 | 3.5 | 6.8 | 3.4 | 0.9 | -1.5 | 2.8
7 | CCOC(=O)C(C)Sc1nc2c(c(=O)[nH]c(=O)n2C)n1CCc1ccccc1 (centres undefined) | 1.6 | -23.8 | -4.3 | 1.0 | 11.4 | -4.7 | 19.0 | 1.0 | -12.5
8 | CCOC(=O)c1cnc(-n2nc(C)cc2C)nc1Nc1ccc(N(C)C)cc1 | 6.0 | 6.1 | 14.2 | 4.1 | -0.3 | 10.1 | 0.6 | 4.4 | -10.7
9 | Cc1cccc(S(=O)(=O)NCCC(=O)OC(C)C(=O)NC(=O)NC2CCCCC2)c1 (centres undefined) | 2.6 | 3.6 | -3.1 | -0.9 | 10.7 | 8.6 | x | 9.5 | -6.3
10 | Cc1cc(C)n(-c2nc3ccccc3c(=O)n2OCC(=O)OCc2ccccc2)n1 | -5.3 | -0.7 | -1.7 | 1.6 | 3.7 | 3.3 | -1.1 | -4.5 | 1.1
11 | O=C(OCC(=O)N1CCCC1)c1cncc(Br)c1 | 4.7 | 13.1 | -1.7 | 6.6 | 3.6 | 4.9 | -5.0 | 14.1 | 7.8
12 | COC(=O)c1cccc(NC(=O)CSc2nnc(COc3ccc(C#N)cc3)n2-c2ccccc2)c1 | -0.9 | -82.6 | 0.2 | -0.5 | -8.6 | -13.1 | -0.3 | -14.0 | -15.6
13 | CCOC(=O)C(CC)n1cnc2c(cnn2-c2ccc(Cl)cc2)c1=O (centres undefined) | 7.5 | 13.0 | 9.5 | -0.4 | 7.3 | 6.8 | 15.5 | 9.1 | 0.3
14 | Cn1nnnc1SCc1ccc(F)cc1 | -1.8 | 4.6 | 2.7 | -1.1 | -5.0 | 9.3 | 17.8 | 4.0 | -3.9
15 | CCN1CCc2nc(NC(=O)Cc3ccc4c(c3)OCCO4)sc2C1 | 5.3 | -0.1 | -1.7 | 1.2 | 10.6 | -4.0 | 6.6 | -0.2 | 3.4
16 | COCCCn1c(C2CCCCC2)nc2oc3cc(OC)ccc3c(=O)c2c1=O | -2.7 | 2.9 | 12.2 | 4.8 | 9.1 | x | -2.3 | 0.8 | -0.8
17 | Cc1cccc(C)c1NC(=O)Cn1nnc(-c2ccc(N3CCOCC3)cc2)n1 | -1.9 | -81.7 | -1.2 | -9.0 | -11.1 | -3.0 | -8.2 | -9.8 | 4.3
18 | Cc1ccc(SCc2c(C#N)c3ccccc3n2C)cc1 | 1.6 | 8.8 | 14.6 | 2.8 | 4.7 | 7.4 | -7.5 | 11.7 | 1.3
19 | Oc1ccc2nc(Cc3ccccc3)[nH]c2c1 | 7.0 | 16.7 | 10.6 | 3.5 | 4.6 | 8.2 | 5.7 | 15.1 | 10.5
20 | CCOC(=O)C1=C(C)N(c2ccccc2)C(=O)C1CC(=O)O (centres undefined) | 13.3 | 12.0 | u | 7.0 | 4.4 | 10.1 | 15.3 | 12.1 | 8.6
21 | O=C(CCN1C(=O)COc2ccccc21)NCCN1CCOCC1 | 1.7 | -28.7 | 15.8 | 5.0 | 8.5 | 8.3 | 7.4 | 1.5 | 1.0
22 | Cc1oc(C(=O)O)cc1CSc1nnc(-c2ccccc2)n1C | 1.0 | 10.6 | -6.9 | 1.8 | 5.4 | x | 10.5 | 5.6 | 13.5
23 | CCOc1nc(-c2ccc(OC)cc2)ccc1-c1noc(-c2ccncc2)n1 | 0.9 | -0.5 | 1.2 | 2.4 | -1.0 | -1.8 | -16.5 | 6.9 | 19.6
24 | c1ccc(-c2ccccc2-n2cnnn2)cc1 | 4.0 | 1.7 | -4.7 | 2.7 | 0.1 | -0.7 | x | 8.3 | 15.6
25 | COc1ccccc1NC1SC(=O)N(c2ccccc2)C1=O (centres undefined) | -0.8 | 6.7 | 8.2 | 1.5 | -4.8 | 10.0 | 23.1 | 5.3 | -1.3

Profiles as entered above. Values in the order: CatB inh | C1s block | CatS inh | CatB mix inh | FXIa mix inh | E coli RNAP | CatL block | CatG inh | AP complement
`Oc1ccc2nc(Cc3ccccc3)[nH]c2c1` as listed: 7.0 | 16.7 | 10.6 | 3.5 | 4.6 | 8.2 | 5.7 | 15.1 | 10.5
`CC(C)(C)NC(=O)C(c1ccco1)N(C(=O)c1ccc(CN2CCOCC2)o1)c1ccccc1` (centres undefined) as listed: 0.1 | -15.6 | -1.4 | 1.1 | 2.7 | -5.9 | 8.2 | -14.9 | -29.8
`O=C(OCC(=O)N1CCCC1)c1cncc(Br)c1` as listed: 4.7 | 13.1 | -1.7 | 6.6 | 3.6 | 4.9 | -5.0 | 14.1 | 7.8

Continued:
nr | structure | CatB inh | C1s block | CatS inh | CatB mix inh | FXIa mix inh | E coli RNAP | CatL block | CatG inh | AP complement
26 | CC1Cc2cc(-c3csc(NC(=O)Cc4cccs4)n3)ccc2N1S(C)(=O)=O (centres undefined) | -0.3 | 17.2 | -2.9 | 6.6 | 8.5 | -0.4 | -2.5 | 19.8 | 20.0
27 | COc1ccccc1CNC(=O)Cn1cnc2ccccc2c1=O | -2.7 | -38.9 | -9.1 | -3.9 | 2.8 | -2.0 | x | -9.8 | -10.0
28 | O=C(Nc1ccc(CCC(=O)N2CCCC2)cc1)c1ncn[nH]1 | 2.0 | 12.9 | 16.9 | 5.1 | 8.6 | 8.4 | -3.4 | 12.6 | 1.8
29 | COc1cccc(Cn2nnc(C(=O)Nc3cc(C)ccc3OC)c2N)c1 | 5.0 | 7.5 | -4.4 | 3.9 | 11.1 | 8.0 | x | 7.2 | 13.0
30 | O=S(=O)(Nc1ccc(N2CCCCC2)cc1)c1cccs1 | 4.2 | 12.7 | 14.5 | 0.8 | 2.1 | 8.1 | 6.0 | 10.8 | -0.6
31 | O=C(NCCC1=CCCCC1)C1COc2ccccc2O1 (centres undefined) | 2.9 | -6.7 | 7.6 | 0.2 | -9.5 | 3.7 | 4.8 | 9.2 | -10.6
32 | CCn1c2ccccc2c2nnc(SCC(=O)N3CC(C)OC(C)C3)nc21 (centres undefined) | 0.9 | 13.4 | -2.9 | 2.5 | 3.7 | -1.3 | 6.8 | 10.2 | 1.5
33 | Fc1ccccc1CSc1nc2ncccc2[nH]1 | -6.0 | 3.9 | -4.0 | 2.9 | 7.5 | 4.5 | -7.8 | -1.7 | 13.0
34 | COC(=O)c1cc(C(=O)OC)cc(S(=O)(=O)Nc2ccc(Cl)c(N)c2)c1 | -6.1 | 1.2 | -1.1 | 2.5 | 2.9 | 5.5 | 0.0 | -0.5 | 10.2
35 | O=C(Cn1ccc2ccccc2c1=O)NCCC(=O)NC1CCN(Cc2ccccc2)CC1 | 6.4 | -11.0 | 15.5 | 7.6 | 8.2 | 1.8 | 12.1 | -1.6 | -11.4
36 | CCCC(C(=O)NC1CCCC1)N(Cc1cccs1)C(=O)c1snc(C(N)=O)c1N (centres undefined) | 3.6 | -3.3 | -4.7 | -0.1 | 4.6 | -1.1 | -19.0 | -3.9 | -3.6
37 | CCCCN(C(=O)NC(=O)Nc1ccccc1OCC)S(C)(=O)=O | -0.1 | 34.4 | -8.9 | -0.6 | 3.1 | 1.1 | -8.0 | 8.8 | 23.1
38 | Cc1ccc2nsnc2c1S(=O)(=O)NCc1ccncc1 | 1.6 | 15.4 | 8.8 | 4.5 | 6.2 | 9.2 | 27.1 | 13.9 | 1.2
39 | CC12CCC(=O)N1C(C(=O)OCC(=O)Nc1sccc1C#N)CS2 (centres undefined) | 1.0 | -17.3 | -9.8 | -0.1 | 5.3 | x | -4.5 | 7.3 | 13.5
40 | Cc1ccc(NC(=O)NC(=O)CSc2nnnn2C)c(C)c1 | 4.7 | -2.4 | 1.1 | 0.9 | 0.4 | 2.4 | -7.6 | -6.2 | 5.9
41 | CCS(=O)(=O)c1ccc(O)c(NC(=O)Nc2ccccc2)c1 | -2.3 | -3.0 | 21.3 | 4.9 | 4.3 | 15.2 | 7.5 | -0.4 | 4.3
42 | O=C(CN1CCN(C(=O)c2ccco2)CC1)Nc1cc(C(F)(F)F)ccc1Cl | 2.8 | -5.5 | -3.1 | -1.6 | 5.7 | -7.2 | -1.1 | -5.6 | -2.5
43 | C/C(=N\O)C(=O)NCC1CCNCC1 | 1.8 | 1.0 | -5.8 | 1.8 | 6.5 | 1.4 | -6.8 | -3.7 | 6.4
44 | C=CCn1c(SCC(=O)Nc2ccccc2OC)nnc1-c1ccccn1 | 2.6 | -2.5 | 7.9 | 2.4 | 1.7 | 3.5 | 0.6 | -1.9 | -5.7
45 | COc1ccc(NC(=O)C2C(=O)NC3(C)CC2c2ccccc2O3)cc1 (centres undefined) | 6.0 | -0.5 | 20.9 | -0.8 | 4.3 | 8.7 | 13.4 | 0.4 | -1.6
46 | CC1=C/C(=C\c2ccc3c(c2)OCO3)C(=O)S1 | 3.4 | -81.8 | 7.4 | 0.3 | -3.2 | 4.1 | 3.6 | -12.3 | -0.2
47 | CCc1nc2c3cnn(-c4cc(Cl)ccc4C)c3ncn2n1 | 0.4 | -39.5 | -11.5 | 1.8 | -13.6 | 9.9 | 2.7 | 4.1 | 3.5
48 | Cc1n[nH]c(C)c1S(=O)(=O)N1CCCCCC1 | 2.5 | -5.2 | -3.1 | 1.8 | 1.2 | 8.5 | 1.8 | 5.7 | 4.8
49 | Cn1c(NC(=O)CCc2ccccc2)cc(=O)n(C)c1=O | 0.4 | -1.9 | -4.2 | 0.9 | 4.2 | 3.4 | x | 5.4 | 16.8
50 | O=C(Nc1ccccc1N1CCCCC1)c1ncoc1-c1ccc(F)cc1 | 4.1 | -1.8 | 11.7 | -0.4 | -1.8 | 8.4 | -2.3 | -3.2 | -10.4
51 | O=C(NC(Cc1ccccc1)C(=O)O)c1ccc(S(=O)(=O)N2CCCC2)cc1 (centres undefined) | 4.9 | -2.6 | 8.9 | -3.3 | -1.3 | 11.5 | 11.6 | 6.6 | -7.5
52 | COc1cc(C(C#N)N2CCOCC2)ccc1O (centres undefined) | 2.6 | -6.3 | 3.4 | -7.9 | 4.2 | -2.6 | 8.8 | -9.0 | -1.9
53 | CN(C)S(=O)(=O)c1ccc(C(=O)Nc2nnc(Cc3ccccc3)s2)cc1 | 5.8 | 17.6 | 7.1 | 3.0 | 4.9 | 11.2 | 8.0 | 11.5 | 8.0
54 | CN(C)c1ccc(N/C=C/C(=O)c2ccc(F)cc2)cc1 | 1.3 | -36.7 | 9.9 | 4.0 | 6.9 | 7.7 | -1.4 | -2.0 | 3.4
55 | COc1cc(C2C(C#N)=C(N)Oc3cc(N(C)C)ccc32)cc2c1OCO2 (centres undefined) | 3.4 | -45.7 | 2.2 | 2.4 | 0.1 | -12.9 | -17.6 | -15.5 | -5.2
